ALOX12 inh – Primary qHTS assay for inhibitors of human arachidonate 12S-lipoxygenase (ALOX12): Round 2 | Polyunsaturated fatty acid lipoxygenase ALOX12 (Homo sapiens), P18054 | purified 12hLO, xylenol orange hydroperoxide absorbance | Potency, µM (titrated, usually from 108 µM), without a hit: at the highest dose activity change, negative = inhibition, most hits filed as inhibitors | 580,000 tested, 1.1% active; further: potency means the concentration at half of the fitted maximal effect; on the % scale 0 is the no-effect control and ±100 the full control effect
Target sequence (P18054 whole entry, looked up): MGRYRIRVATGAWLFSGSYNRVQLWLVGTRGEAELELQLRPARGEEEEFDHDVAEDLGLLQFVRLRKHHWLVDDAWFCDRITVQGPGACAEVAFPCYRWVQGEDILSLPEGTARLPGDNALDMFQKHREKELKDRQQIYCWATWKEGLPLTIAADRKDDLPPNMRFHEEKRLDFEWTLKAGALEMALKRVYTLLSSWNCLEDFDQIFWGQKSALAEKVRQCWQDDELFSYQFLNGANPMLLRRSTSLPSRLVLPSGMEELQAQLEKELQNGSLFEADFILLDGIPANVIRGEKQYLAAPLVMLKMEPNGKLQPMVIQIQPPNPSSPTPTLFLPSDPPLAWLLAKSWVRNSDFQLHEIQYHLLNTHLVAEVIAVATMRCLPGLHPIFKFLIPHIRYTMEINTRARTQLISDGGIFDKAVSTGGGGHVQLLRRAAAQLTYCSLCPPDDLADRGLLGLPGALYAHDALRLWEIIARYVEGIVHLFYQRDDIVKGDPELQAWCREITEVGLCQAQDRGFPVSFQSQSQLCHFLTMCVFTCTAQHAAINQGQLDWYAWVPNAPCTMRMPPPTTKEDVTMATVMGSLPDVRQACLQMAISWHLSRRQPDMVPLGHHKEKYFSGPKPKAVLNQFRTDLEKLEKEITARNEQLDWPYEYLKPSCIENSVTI
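Purified human 12hLO at 150 nM in 25 mM Hepes, 0.01% Triton X-100, pH 7.0, preincubated 15 min at room temperature with compound. Reaction started with 40 uM arachidonic acid, 30 min at room temperature. Hydroperoxide measured by Fe-xylenol orange, 573/405 nm absorbance ratio.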
PI4K2A block – qHTS for small molecular inhibitors of PI4K2A. activity change, negative = inhibition, % at 76.9 µM. purified PI4K2A, ADP-Glo luminescence, 1 h; stronger effect = lower value. AID 1346378, 2018. Phosphatidylinositol 4-kinase type 2-alpha (Homo sapiens), Q9BTU6. 420,000 tested, 0.13% active; in the data active means activity change below about -50%; inconclusive means mostly about -30% to -49%;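 further: -100% = wells without enzyme as full effect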
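ADP-Glo luminescence measured ADP generated by PI4K2A enzyme (4 ug/mL before mixing) with 1.2 mM PI substrate (pre-mix) and 300 microM ATP (pre-mix). Tris pH7.5 buffer with MgCl2, Triton X-100; 1 h reaction at ambient temperature.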
BAZ2B block – qHTS Assay for Inhibitors of BAZ2B; AlphaScreen BAZ2B-H3K14Ac peptide displacement; Potency, µM (highest dose often 114 µM), without a hit: at the top dose activity change, negative = inhibition, hits mostly inhibitors; 360,000 tested, 4.4% active; further: potency means the concentration at half of the fitted maximal effect; on the % scale 0 is the no-effect control and ±100 the full control effect; nearly all actives have a fitted effect of over 60% in size
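Protein-peptide AlphaScreen: BAZ2B 50 nM, b-H3K14Ac 50 nM, 1x PBS pH 7.4 + 0.01% Tween-20. Preincubation 30 min RT; cpd 30 min RT (top 110 uM); beads 20 min RT, light-protected.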
G9a inh – qHTS Assay for Inhibitors of Histone Lysine Methyltransferase G9a; G9a H3K9 monomethylation, AlphaScreen, 2 h; Potency, µM (titrated, usually from 102 µM), inactives show at the highest dose activity, negative = inhibition, usual class: inhibitors; 350,000 tested, 8.8% active; AID 504332, 2011; further: potency means the concentration at half of the fitted maximal effect; on the % scale 0 is the no-effect control and ±100 the full control effect; nearly all actives have a fitted effect of over 75% in size
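Chemiluminescent proximity detection of H3K9 monomethylation, read after 10 min bead incubation in the dark. Reaction: 20 nM G9a, 500 nM biotin-H3K9 peptide, 20 uM SAM cofactor, 2 h, room temperature, following 15 min enzyme-compound preincubation.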
JMJD2A Tudor – qHTS Assay for Inhibitors of JMJD2A-Tudor Domain | AlphaScreen JMJD2A-Tudor / H3K4me3 peptide binding | Potency, µM (titrated, usually from 114 µM), inactives show at the top dose activity change, negative = inhibition, usual class: inhibitors | 390,000 tested, 4.4% active; further: potency means the concentration at half of the fitted maximal effect; on the % scale 0 is the no-effect control and ±100 the full control effect; nearly all actives have a fitted effect of over 50% in size
RGS4 inhibitor – Inhibitors of Regulator of G Protein Signaling (RGS) 4: qHTS. Transcreener GDP fluorescence polarization, RGS4-accelerated GTP hydrolysis. Potency, µM (series often up to 114 µM), without a hit: at the highest dose activity change, negative = inhibition, most hits filed as inhibitors. 390,000 tested, 0.039% active. AID 504845, 2011; further: potency means the concentration at half of the fitted maximal effect; on the % scale 0 is the no-effect control and ±100 the full control effect; nearly all actives have a fitted effect of over 75% in size; some results filed as inactive show a strong effect at the top dose
Target sequence (P49798 whole entry, looked up): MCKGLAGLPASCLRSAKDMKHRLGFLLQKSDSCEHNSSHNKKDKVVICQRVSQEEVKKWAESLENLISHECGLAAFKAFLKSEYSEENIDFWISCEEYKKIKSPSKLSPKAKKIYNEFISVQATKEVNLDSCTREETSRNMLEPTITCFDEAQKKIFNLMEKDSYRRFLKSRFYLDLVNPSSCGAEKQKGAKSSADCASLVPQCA
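MLSMR compounds (23 nl, pin-transferred) preincubated 10 min at room temperature with a 500nM (2x) first reagent, then RGS4 at 900nM (2x) plus Transcreener GDP mix added; fluorescence polarization (620/688 nm) read before and after 90 min at 30 °C.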
ERG-DNA inh – qHTS for Small Molecule Inhibitors of the ERG Ets/DNA interaction; Potency, µM (titrated, usually from 76.9 µM), without a hit: at the top dose FP activity, negative = inhibition, actives largely listed as inhibitors; Transcriptional regulator ERG (Homo sapiens), P11308; fluorescence polarization, His-ERG Ets domain / labelled DNA; 370,000 tested, 0.028% active; AID 624246, 2012; active means well fitted inhibition curve with a large enough effect in the polarisation, with a control signal flat; inconclusive means small, poorly fitted or top-dose-only effect, or effect the other way, or a change in a side signal; inactive means no such curve, though single readings can be large or run the other way; the % refers to the polarisation;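 further: polarization taken with two DNA probes labelled with fluorescein and Texas red; potency means the concentration at half of the fitted maximal effect; % of control where 0% means no effect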
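His-tagged ERG Ets domain (1 uM in the protein solution; 300mM KCl, 50mM Tris-HCl, 1mM EDTA, 1mM DTT, pH 7.5) received compound, then a probe mix of 5 nM fluorescein-DNA and 100nM Texas-615-DNA. Fluorescence polarization was read for both dyes.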
GLS inh – qHTS for Inhibitors of Glutaminase (GLS). Glutaminase kidney isoform, mitochondrial (Homo sapiens), O94925. GLS enzymatic activity, qHTS titration. Potency, µM (series often up to 45.5 µM), without a hit: top-dose activity change, negative = inhibition, hits mostly inhibitors. 410,000 tested, 0.21% active. AID 624170, 2012; further: potency means the concentration at half of the fitted maximal effect; on the % scale 0 is the no-effect control and ±100 the full control effect
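Human kidney-isoform GLS in 45 mM KH2PO4 pH 8.2, 0.02% Tween-20, with compound, started with 1mM L-Glutamine (added stock). Glutamate oxidase/HRP/Amplex red coupled fluorescence read at start and after 30 min at RT.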
HP1b chromo inh – HTS for Inhibitors of HP1-beta Chromodomain Interactions with Methylated Histone Tails | AID 540317, 2011 | 390,000 tested, 0.56% active | AlphaScreen HP1-beta / biotin-H3K9me3 peptide binding | Potency, µM (highest dose often 114 µM), for inactives: at the top dose activity change, negative = inhibition, most hits filed as inhibitors | Chromobox protein homolog 1 (Homo sapiens), P83916; further: potency means the concentration at half of the fitted maximal effect; nearly all actives have a fitted effect of over 70% in size; inactives centre near 23
Target sequence (P83916 whole entry, looked up): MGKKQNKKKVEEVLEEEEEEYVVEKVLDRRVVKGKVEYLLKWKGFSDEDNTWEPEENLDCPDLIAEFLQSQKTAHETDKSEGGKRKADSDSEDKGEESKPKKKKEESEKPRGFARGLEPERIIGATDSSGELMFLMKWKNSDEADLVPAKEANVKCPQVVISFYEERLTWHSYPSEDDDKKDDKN
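AlphaScreen: HP1-beta (50 nM) preformed 30 min with biotin-H3(1-18)K9me3 peptide (50 nM) in PBS pH 7.4, 0.01% Tween-20. Compound added for 30 min at RT, then streptavidin donor/nickel chelate acceptor beads (10 ug/mL) for 30 min.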
Numbers without * were called inactive; u = inconclusive; x = no result given; [ ] = remark or other dose. Unless noted, the call rests on the fitted dose curve; in most records, active means well fitted curve in the direction sought with a large enough effect; inconclusive means small, poorly fitted or top-dose-only effect, or another doubt; inactive means no such curve, though single readings can be large; an effect the other way counts as inactive or inconclusive. Not all compounds are listed, so the mix of outcomes need not match the whole.

SMILES	ALOX12 inh	PI4K2A block	BAZ2B block	G9a inh	JMJD2A Tudor	RGS4 inhibitor	ERG-DNA inh	GLS inh	HP1b chromo inh
CCOC(=O)C1CCN(c2nnc(N3CCCC3=O)s2)CC1	8.9%	1.0	13.6%	-3.6%[12.7 µM]	-0.4%	1.2%	-2.2%	-2.3%	30.9%
C=CCn1c(SCC(=O)c2c(N)n(C)c(=O)n(C)c2=O)nc2sc(C)c(C)c2c1=O	-2.8%	0.5	-29.4%	-10.4%	-9.1%	-10.4%	8.9%	-3.1%	46.6%[activator]
CCOC(=O)C1CCC(CN(Cc2c(Cl)cccc2Cl)S(=O)(=O)c2ccc(F)cc2)CC1 (stereo not drawn)	7.8%	6.3	11.9%	6.9%[59 µM]	-1.5%	14.9%	-1.0%	4.1%	2.3%
CCOC(=O)c1c(/N=C/N(C)C)sc(C)c1C	-4.6%	-0.2	-17.8%	u	-15.6%	7.3%	0.6%	2.4%	28.4%
Cn1c(N)c(C(=O)COC(=O)c2cc3ccccc3cc2O)c(=O)n(C)c1=O	-15.8%	-2.4	x	x	-11.8%	5.5%	8.2%	0.3%	17.5%
COCCn1c(=O)[nH]c2cc(C(=O)N3CCN(c4cccc(Cl)c4)CC3)ccc2c1=O	27.7%	0.9	-1.6%	-1.6%	-15.4%	12.6%	4.9%	-5.6%	9.4%
CCCN(CC(=O)Nc1ccccc1C)C(=O)c1ccc2[nH]c3c(c2c1)CC(C)CC3 (stereo not drawn)	35.5%	4.4	u	u	u	-18.7%	-2.1%	7.1%	-8.8%
CCCCS(=O)(=O)c1nc(-c2ccc(Br)cc2)cc(-c2ccccc2)c1C#N	-10.4%	7.5	41.2%[activator]	27.0%[59 µM]	-2.0%	-15.7%	0.9%	-8.8%	93.6%[activator]
O=C(NCc1ccco1)c1cc(Cl)nc(Cl)c1	-10.1%	-1.8	-13.8%	-1.9%	-11.2%	-6.8%	11.8%	5.5%	-1.3%
O=C(c1ccccc1N(Cc1ccccc1)S(=O)(=O)c1ccccc1)N1CCOCC1	-5.7%	-0.6	22.9%	36.9%[activator]	-13.3%	u	9.4%	-1.2%	22.7%
CCN(Cc1ccccc1)C(=O)Cn1c(=O)cc(C)c2c(C)nn(-c3cccc(F)c3)c21	-29.7%	-3.7	-0.3%	19.3%[59 µM]	-5.0%	-33.4%	-6.2%	2.6%	23.4%
C/C(=N/NC(=O)c1ccc2c(c1)OCO2)c1ccc(Br)s1	-9.5%	-1.8	10.9%	u	-29.7%	-28.3%	8.6%	-10.8%	34.2%
CCOc1ccccc1NS(=O)(=O)c1ccc2c(c1)n(C)c(=O)c(=O)n2C	-6.9%	2.9	0.1%	23.2%	-2.0%	7.9%	-12.8%	13.6%	37.1%
CCOC(=O)/C=C1\SCC(=O)N1CC(=O)Nc1ccc(OC)c(OC)c1	0.7%	0.6	-0.8%	u	-5.8%	-21.1%	3.3%	0.7%	31.6%
Cc1cc(=O)n2c(n1)OC(CO)C2 (stereo not drawn)	10.5%	-2.1	0.2%	14.4%	-15.7%	-2.8%	x	-3.0%	55.3%[activator]
CC(NCc1ccc2c(c1)n(C)c(=O)n2C)c1ccccc1 (stereo not drawn)	-22.6%	2.4	-4.2%	-6.9%[59 µM]	-29.2%	-6.4%	-0.6%	-2.8%	5.3%
O=C(CSCc1ccccc1Cl)NN=C1CCCCCC1	-45.4%	-3.3	-4.0%	42.0%[59 µM]	-1.2%	-9.3%	12.1%	u	50.5%[activator]
CC1=CC(c2ccccc2)=NS(=O)(=O)N1	-13.7%	-8.4	x	x	-18.5%	-24.1%	-3.5%	42.7%[activator]	38.4%
O=C1CC(N2CCC(c3nc4ccccc4[nH]3)CC2)C(=O)N1c1cccc(F)c1 (stereo not drawn)	-2.5%	-1.9	-16.8%	u	-8.1%	-0.8%	-0.4%	4.4%	36.9%[activator]
Cn1c(CCNC(=O)c2ccc(Cl)c(Cl)c2)nnc1SCc1ccc(Cl)c(Cl)c1	8.1%	-2.9	6.9%	u	-9.6%	-14.4%	-2.1%	-0.4%	45.2%[activator]
Cc1ccc(NS(=O)(=O)c2cccc([N+](=O)[O-])c2)nc1	-0.1%	-2.7	-13.5%	-8.0%	-2.3%[11.4 µM]	-34.5%	-14.8%	1.0%	23.7%
COc1ccc(NC(=O)COc2ncnc3ccccc23)cc1S(=O)(=O)N1CCOCC1	1.2%	4.3	0.9%	6.9%	1.8%	-5.1%	-0.9%	0.0%	11.9%
Cn1cccc1C(=O)OCC(=O)N1CCN(c2ccccc2)CC1	-29.6%	0.5	x	x	-11.0%	-9.3%	-6.0%	19.5%	26.1%
CC(=O)Nc1ncnc2c1c(-c1ccc(Cl)cc1)nn2C(C)(C)C	140.2%[activator]	3.0	-18.6%	x	-6.2%	16.4%	-1.7%	-3.3%	49.9%[activator]
CCc1ccc(-c2nc(SCC(=O)NCC3CCCO3)c(-c3ccc(C)cc3)[nH]2)cc1 (stereo not drawn)	-10.1%	-4.1	-11.6%	-1.2%[59 µM]	-10.6%	-12.2%	8.3%	-2.8%	5.9%

Some entries already given with just G9a inh and PI4K2A block:
| structure | G9a inh | PI4K2A block |
| --- | --- | --- |
| Cc1cc(=O)n2c(n1)OC(CO)C2 (stereo not drawn) | 14.4% | -2.1 |
| CCOC(=O)/C=C1\SCC(=O)N1CC(=O)Nc1ccc(OC)c(OC)c1 | u | 0.6 |

Next structures follow.
SMILES	ALOX12 inh	PI4K2A block	BAZ2B block	G9a inh	JMJD2A Tudor	RGS4 inhibitor	ERG-DNA inh	GLS inh	HP1b chromo inh
CCOC(=O)CN(Cc1ccccc1)C(=O)OC(C)(C)C	x	x	10.6%	5.7%	-10.3%	4.5%	x	x	32.7%
Cc1cccc(N2CCN(Cc3nc(-c4cccc(Oc5ccccc5)c4)oc3C)CC2)n1	-6.7%	-2.0	u	39.8µM*	44.7µM*	11.8%	4.6%	0.9%	u
CCc1ccccc1NC(=O)CSc1nnc([C@@H]2CCCN2C(=O)OC(C)(C)C)o1	-10.5%	-13.4	10.7%	u	-10.7%[11.4 µM]	4.6%[11.4 µM]	-4.9%	-6.8%	66.4%[activator]
CCOC(=O)Cc1csc(NC(=O)COc2ccccc2OC)n1	6.5%	-4.4	9.1%	-1.7%	-1.8%	13.1%	x	-7.8%	11.5%
Nc1nc(-c2cccnc2)nn1C(=O)Cc1ccccc1	16.1%	-5.4	5.1%	-22.2%[12.7 µM]	-9.6%	-24.5%	-5.6%	6.6%	20.7%
CCN1C(=O)[C@@H]2[C@H](C1=O)[C@@H]1C(=O)Nc3ccccc3C(=O)N1[C@@H]2c1ccccc1	-6.8%	0.7	8.0%	-3.8%[2.33 µM]	-12.2%	-1.2%	3.5%	-3.9%	23.4%
CN(C)S(=O)(=O)c1cccc(C(=O)Nc2cccnc2)c1	0.0%	11.4	26.7%	-4.9%[59 µM]	-9.1%	27.9%	1.2%	11.8%	12.1%
CCN(c1ccccc1)S(=O)(=O)c1ccc(C(=O)Nc2cccc(NC(C)=O)c2)cc1	-8.5%	0.7	x	x	-19.3%	7.0%	3.9%	-2.5%	31.0%
Cc1cccc(-c2ccc3c(c2)C2CC3CCN2)c1 (stereo not drawn)	u	6.1	x	x	-9.4%	-30.5%	15.6%	-10.4%	29.3%
CC(C)n1nnnc1SCC(=O)Nc1ccccc1N1CCOCC1	9.1%	3.3	6.6%	-12.1%	-14.4%	-10.4%	5.2%	12.3%	10.8%
O=C(N/N=C/c1cccnc1)c1cc(C2CC2)nc2ccccc12	x	1.5	19.0%	-19.0%	-9.2%	-17.1%	-1.2%	14.8%	23.7%
N#Cc1c(N)nc2c(c1-c1cccnc1)CCCCC2	-9.2%	6.4	9.5%	-7.2%	2.2%	-7.1%	-5.7%	-2.8%	34.2%
c1ccc(-c2c[nH]c(-c3ccccc3)c2)cc1	u	8.7	x	x	-28.5%	u	1.2%	7.4%	-1.9%
Cc1ccc(NC(=O)CCC(=O)OCC(=O)c2ccc(Oc3ccc([N+](=O)[O-])cc3)cc2)cc1C	u	0.1	0.1%	-1.0%[59 µM]	-23.3%	10.7%	-3.5%	-10.1%	11.6%
CC[C@]12c3[nH]c4ccccc4c3CCN1C(=O)C(CC(=O)NCCc1ccccn1)C[C@@H]2C(=O)N1CCN(C(=O)c2ccco2)CC1 (stereo partly drawn)	-2.6%	1.9	x	x	-12.9%	46.5%	-1.2%	5.9%	25.5%
CSc1ccc(CN(C)C(=O)c2cc(=O)[nH]c3ccccc23)cc1	-0.9%	2.8	-14.4%	11.2%	-7.4%	9.1%	-15.9%	-6.8%	6.2%

Compound activity: PubChem BioAssay, National Center for Advancing Translational Sciences (NCATS)
